# 12-LOX inh – blocks human arachidonate 12S-lipoxygenase; Potency, µM (titrated, usually from 108 µM), for inactives: top-dose activity change, negative = inhibition, hits mostly inhibitors; AID 1671190; hit rate 1.1% among 580,000; purified 12hLO, xylenol orange hydroperoxide absorbance; P18054; active = well fitted inhibition curve with a large enough effect; inconclusive = small, poorly fitted or top-dose-only effect, or another doubt; inactive = no such curve, though single readings can be large or run the other way
# Target sequence (P18054 whole entry, looked up): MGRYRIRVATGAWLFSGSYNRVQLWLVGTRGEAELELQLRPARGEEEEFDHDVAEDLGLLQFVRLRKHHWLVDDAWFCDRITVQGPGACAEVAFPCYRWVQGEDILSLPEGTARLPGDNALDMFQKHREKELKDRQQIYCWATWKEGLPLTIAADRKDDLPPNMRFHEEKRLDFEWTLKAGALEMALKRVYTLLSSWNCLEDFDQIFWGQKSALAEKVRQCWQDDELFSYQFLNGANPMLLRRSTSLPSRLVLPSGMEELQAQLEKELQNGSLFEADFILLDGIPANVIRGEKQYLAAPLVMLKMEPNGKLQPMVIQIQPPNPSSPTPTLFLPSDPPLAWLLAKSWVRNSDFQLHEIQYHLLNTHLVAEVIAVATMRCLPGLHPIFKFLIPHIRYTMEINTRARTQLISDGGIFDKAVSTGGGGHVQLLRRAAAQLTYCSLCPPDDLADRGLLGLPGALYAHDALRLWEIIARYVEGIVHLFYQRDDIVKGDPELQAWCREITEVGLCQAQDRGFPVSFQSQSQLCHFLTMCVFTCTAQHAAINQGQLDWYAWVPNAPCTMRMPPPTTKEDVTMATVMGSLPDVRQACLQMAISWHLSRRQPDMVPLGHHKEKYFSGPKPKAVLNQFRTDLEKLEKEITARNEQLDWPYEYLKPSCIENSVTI
#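 Purified human 12hLO at 150 nM in 25 mM Hepes, 0.01% Triton X-100, pH 7.0, preincubated 15 min at room temperature with compound. Reaction started with 40 uM arachidonic acid, 30 min at room temperature. Hydroperoxide measured by Fe-xylenol orange, 573/405 nm absorbance ratio.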
# * marks the source's active call; other numbers are inactive results; u = inconclusive; & = joins results of further samples; [ ] = another dose, or the depositor's remark. % is scaled to controls: 0 for no effect and ±100 for the full control effect; potency is read from the fitted curve at half-maximal effect. Not all compounds are listed; rates above refer to the full screens.
SMILES,12-LOX inh
Cc1noc(C)c1-c1cc2c(cc(-c3ccccc3)n2C)c(-c2ccnn2C)n1,-7%[176 µM]
COc1ccc(OC)c(CN2CCc3ncc(C(=O)NCc4ccccc4)n3CC2)c1,31%[activator][176 µM]
CCCc1noc(-c2cn(C3CCN(C(=O)c4cccc(N(C)C)c4)CC3)nn2)n1,-3%
CCOc1ccccc1NC(=O)N1CCC(Oc2ccccc2-c2nc(C)no2)C1 (configuration not stated),11%
O=C(C1CC=CC1)N1CCC2(CC1)NCCc1c2[nH]c2ccccc12,23%
CC(C)CNC(=O)C1c2ccccc2C(=O)N(Cc2ccccc2)C12CCCC2 (configuration not stated),8%
O=C(N[C@H]1CCOC[C@H]1C1CCOCC1)c1ccccc1-c1ncc[nH]1,u
Cc1noc(-c2cccc(OC3CN(C(=O)NC4CCCC4)C3)c2)n1,-9%
CN1CCN(Cc2ccc(-c3cnc4c(OCc5ccccc5)nccn34)cc2)CC1,u
Cc1occc1C(=O)N1C[C@@H](CO)[C@H](c2nc(C3CC3)no2)C1,4%
CC(C)CC(NC(=O)c1cc(S(N)(=O)=O)ccc1F)c1cccnc1 (configuration not stated),76%[activator]
CN(C)[C@@H]1CN(Cc2ccc(F)cc2F)CC[C@@H]1CNC(=O)C1CC1,67%[activator]
COc1ccc(CCC(=O)N2CCCN(C(=O)C3CC3)C(c3ccccc3)CC(=O)NCC2)cc1 (configuration not stated),41%
O=C(CC1CCCN(c2cnn(CC3CC3)c(=O)c2)C1)NCc1ccccc1Cl (configuration not stated),29%
CC1=C[C@@H](CNC(=O)N2CCOCC2)[C@H](C(C)C)C[C@H]1Cc1nc2ccccc2n1C,59%[activator][176 µM]
Cc1ccc(C)n1C1C(=O)N(C)c2c(F)cccc21 (configuration not stated),u
Cc1ccc(NC(=O)N2CCC(CCNC(=O)CCC3CCCC3)CC2)cc1,13%
COc1ccc(NC(=O)N2CCCC(Cn3cnc4cccnc43)C2)cc1Cl (configuration not stated),13%
CNC(=O)[C@@H]1CN(C(=O)CCc2ccc(OC)c(OC)c2)C[C@H]1CO,56%[activator]
O=C1CCN(C(=O)c2cccnc2)CCCC(C(=O)N2CCN(Cc3ccccc3F)CC2)CCN1 (configuration not stated),19%
COCC(=O)Nc1cc(C(=O)N2CCN(C(C)=O)CC2)c2c(c1)ncn2Cc1ccc(F)cc1,64%
CCCS(=O)(=O)N1CCC(Oc2nccnc2N2CCOCC2)C1 (configuration not stated),51%[activator]
CCN1C(=O)C2CC3(CCN(C(=O)c4ccc(OC)nc4)CC3)CN2C1=O (configuration not stated),21%
COc1ccc(C(=O)NC(C(=O)N2CCCC2)C2CCN(C(=O)c3ccc(Cl)cc3)CC2)cc1 (configuration not stated),1%
COC(=O)CN1C(=O)[C@@H]2C[C@@H](O)CN2C2(CNC2)C1=O,5%[176 µM]

# More entries follow.
SMILES,12-LOX inh
O=C(O)c1ccc(CC2CCN(C(=O)c3cccc(-n4cccn4)c3)C2)cc1 (configuration not stated),4%
Cc1ccccc1S(=O)(=O)N1CCC2(CC1)CC(CC(=O)NC1CC1)CCO2 (configuration not stated),18%
CC(C)Oc1ccc(C2(C(=O)N3C[C@@H](C)[C@](O)(C4CC4)C3)CCCC2)cc1,59%[activator]
COc1ccc(CN2C=C(C(=O)OCc3nc(-c4ccccc4)no3)C(C)=NS2(=O)=O)cc1,40%
CC(C)c1ccc(NC(=O)CN2C(=O)NC3(CCOCC3)C2=O)cc1,19%
COc1ccc(C(=O)N2CCC3(CC2)CC(CO)N(C(=O)c2ccccc2)C3)cn1 (configuration not stated),12%
Cc1ccc(NC(=O)c2ccc(CN3C(=O)NC4(CCOCC4)C3=O)cc2)cc1C,u
COc1ccccc1CC(=O)N1CCC[C@H]1c1nc(-c2ccccc2Cl)no1,21%
COc1ccc(CN2CCCC(c3nc(-c4ccncc4)ncc3-c3ccccc3C)C2)c(OC)c1 (configuration not stated),u
CN(C)C(=O)c1ccc2nccn2c1,5%[12.5 µM]
Cc1nn(-c2ccc(F)cc2)c(Oc2ccccc2F)c1CCC(=O)N1CCSCC1,u
COc1cc(F)c(C(=O)N2C[C@@H](C(=O)O)[C@H](c3ccccc3)C2)c(F)c1,33%[activator]
Cc1cccc(CN2CCCOCCNC(=O)CC2)c1,69%[activator]
O=C1CC(c2noc(-c3ccc(F)cc3)n2)CN1C1CCCCC1 (configuration not stated),14%
Cc1ccccc1CCC1CCCN(C(=O)CCc2cnn(C)c2)C1 (configuration not stated),13%
CC(=O)N1CCc2ccc(C(=O)N3CCCCCC3)cc21,44%[activator]
O=C1CO[C@H]2CN(C3CCC3)C[C@H]2N1c1ccccc1,u
CCOC(=O)C1(Cc2ccccc2F)CCCN(C(=O)C(=O)c2ccco2)C1 (configuration not stated),46%[activator]
Cc1nc2n(c1C(=O)N1CCC[C@@H]1c1ccc(F)cc1)CCC(Nc1ccccc1)C2 (some centres not stated),44%[activator][176 µM]
Cc1ccc(C2NC(=O)N(CC(=O)N(C)c3cccc(C)c3)C3=C2C(=O)OC3)cc1 (configuration not stated),u
COc1cc(=O)n2c(c1C(=O)N(C)Cc1nonc1C)CCN(Cc1ccsc1)CC2,7%
CN1CCN(C(=O)c2ccc(N3CC4ON=C(c5c(F)cccc5Cl)C4C3)cc2)CC1 (configuration not stated),-4%
CCN(CC)Cc1cnc2c(C(=O)N3CCC(N4CCCC4)CC3)cnn2c1,1%
CC1Oc2ccc(NC(=O)C3CC3)cc2CN(Cc2cc(F)cc(F)c2)C1=O (configuration not stated),29%
COc1cccc(CC(=O)N[C@@H]2C[C@H](Cn3cc(-c4cccnc4)nn3)[C@@H](O)[C@H]2O)c1,48%[activator]

# The listing continues:
SMILES,12-LOX inh
CC(C)=CCCC(C)CC=O (configuration not stated),6%[176 µM]
O=C1NCc2ccccc2CC12CCN(Cc1ccccc1OC(F)(F)F)C2 (configuration not stated),4%[6.33 µM]
Cn1cnnc1CC1CCCN(C(=O)Nc2ccccc2)C1 (configuration not stated),18%
CCCCCC(=O)Nc1nc2c(s1)C[C@@H]1[C@](C)(CO)[C@H](O)CC[C@@]1(C)[C@@H]2CC(=O)N1CCCCC1,5%
COc1ccc(CN2C[C@H]3CN(Cc4cnn(C)c4)CCN3C2=O)cc1,4%[176 µM]
COc1ccc2c3c([nH]c2c1)[C@H](CO)N(C(=O)c1cccc(F)c1)CC31CCN(S(=O)(=O)c2cccs2)CC1,-4%
Cc1ccc(-n2c(C3CCN(C(=O)c4cc(F)ccc4Cl)CC3)n[nH]c2=O)cc1,-1%
CC(C)(C)C(=O)NC1CCN(c2nc3ncccc3o2)CC1,12%&-11%[176 µM]
O=C(NC1CCCCC1)N1CCC(c2noc(-c3cccnc3)n2)C1 (configuration not stated),7%
Cc1ccc(NC(=O)CCC2CCN(C(=O)c3ccccc3F)CC2)cc1,30%[activator]
COCCNc1nc2c(S(=O)(=O)c3c(C)cc(C)cc3C)nnn2c2ccccc12,1%[6.33 µM]
CCOc1ccc(C(=O)N[C@@H]2[C@@H](Cc3ccccc3)[C@H]3OCC[C@@H]23)o1,18%
COCCCN1CCC(Cn2cnc3cn(C)nc3c2=O)C1 (configuration not stated),28%
Cc1ccc(S(=O)(=O)Nc2ccc(C)n(CC(=O)N(C)C)c2=O)cc1,u
COCCN1CCCCCC(O)c2cc(C(=O)N(CCN(C)C)Cc3ccccc3)ccc21 (configuration not stated),5%
CCc1nc2c(c(-c3ccc(OC)cc3)n1)CN([S+](=O)([O-])c1cccs1)CC2,5%[6.33 µM]
O=C(CN1C(=O)CNC1=O)NC1CCCN(Cc2ccccn2)C1 (configuration not stated),1%
CN1C(=O)C(C2(O)C(=O)N(Cc3ccccc3)c3cc(Br)ccc32)c2ccccc21 (configuration not stated),-5%
CC(C)NC(=O)Cc1cccn1-c1cccc(Cl)c1,29%
Cc1cc(N2CCN(CC(C)(C)O)C[C@H]2C)ccc1N1CCN(Cc2ccccc2)[C@H](C)C1,-3%
Cc1ncsc1CN1CCCCCNC(=O)CC1c1ccccc1 (configuration not stated),52%[activator]
O=C(NCCc1cn[nH]c1)[C@H]1CCC[C@@H](O)C1,42%[activator]
CCCN(CC1CCOC1)S(=O)(=O)c1ccc(C)cc1C (configuration not stated),29%
Cc1ccncc1C(=O)N1CCC(N2C(=O)C(OCC3CC3)C23CCOCC3)CC1 (configuration not stated),53%[activator]
COc1ccccc1C1CN(CC(=O)NCC2OCCc3ccccc32)Cc2ccccc2O1 (configuration not stated),-6%

# The results go on:
SMILES,12-LOX inh
Cc1nnc([C@H]2CCN(Cc3ccc(C#N)cc3)C2)o1,54%[activator][176 µM]
COCC1CCCN(Cc2ccc3c(c2)CN(C(=O)c2cccnc2OC)CCO3)C1 (configuration not stated),18%
COc1ccccc1CNC(=O)c1noc(-c2ccc(C)cc2)n1,-5%
Cc1cc(C(=O)NC(C)c2nc3ccccc3[nH]2)cc(S(N)(=O)=O)c1C (configuration not stated),4%
CN(Cc1cccc(C(F)(F)F)c1)C(=O)C1(C)CCOCC1,-12%[6.33 µM]
Cc1ccc(N(CC(=O)N[C@H]2C[C@@H]3OCC[C@H]23)S(C)(=O)=O)cc1,9%
CCOc1ccccc1C1NC(=O)N(CC(=O)Nc2ccc(F)cc2)C2=C1C(=O)OC2 (configuration not stated),u
CC(C)C1=NOC2(CCN(C(=O)c3ccc(C(F)(F)F)cc3)C2)C1 (configuration not stated),8%[6.33 µM]
COCC1CN(S(=O)(=O)Cc2cccc(F)c2)CC12CCNCC2 (configuration not stated),52%[activator]
O=C(c1ccccc1)N1CC2(Cc3ccccc3NC2=O)C1,0%[12.5 µM]
CC(C)CCN(C)Cc1ccc(F)cc1,44%[activator][365 µM]
CCCOC(=O)N1CCCC(c2nccn2CCCN(C)C)C1 (configuration not stated),50%[activator]
CN(C)CCC(=O)N1Cc2ccccc2CC2(CCCN2Cc2cccnc2)C1 (configuration not stated),1%[6.33 µM]
CC(=O)NCC1Cn2cccc2CN1Cc1ccccc1 (configuration not stated),392%[activator]
O=C([C@H]1CCC[C@H](O)C1)N1CCC(n2cnnc2)CC1,32%[activator]
CC(=O)N1CCCN(C(=O)c2c[nH]c3ncccc23)CC1,35%[176 µM]
COc1ccc(-n2cc(CN3C[C@@H](C)O[C@@H](C)C3)c(-c3cccc(F)c3)n2)cc1,50%[activator]
O=C(Nc1ccc(N2CCOCC2)cc1)[C@H]1CN(Cc2ccccc2)C[C@H]1C(=O)O,2%
OCc1cn(CC2CCN(c3ncnc4nc[nH]c34)CC2)nn1,19%
Cc1cc(C)n(C)c(=O)c1C(=O)NC1CCCc2nc(-c3ccccc3)ncc21 (configuration not stated),23%
O=C(c1ccccc1)N1CCC(N2CCCOC2=O)CC1,4%[12.5 µM]
NCCCNCCCCNC(=O)C(O)NC(=O)CCCCCCN=C(N)N (configuration not stated),3%
Nc1nc2c(ncn2[C@@H]2O[C@H](C(=O)N[C@@H](Cc3ccccc3)C(=O)NCC3CCCCC3)[C@@H](O)[C@H]2O)c(=O)[nH]1,-13%
Nc1ccc(C(=O)N2CCCn3nc(C(=O)Nc4ccccc4)cc3C2)cn1,80%[activator]
Cc1nc(NC2CCCCC2)ncc1C(=O)O,4%

# (further entries)
SMILES,12-LOX inh
O=C([C@@H]1C[C@H](Oc2ccccc2)CN1C(=O)C1CCCCC1)N1CCOCC1,23%
COCCO[C@H]1C(=O)N(C2CCN(C(=O)Nc3ccccc3)CC2)[C@H]1c1ccncc1,48%[activator]
O=C(c1ccncc1)N1CCN(C2CCNCC2)C(=O)C1,u
N#Cc1cccc(CN2CCCC(CNS(=O)(=O)Cc3ccccc3)C2)c1 (configuration not stated),-17%
Cc1cccc(CN2CCc3nc(N(C)Cc4cccnc4)[nH]c(=O)c3CC2)c1,36%[activator]
COc1ccc(CN2CCNc3cc(Nc4cccnc4)ncc3C2)cc1O,20%[176 µM]
O=C1Nc2ccccc2C12CN(CC1CCCCC1)C2,-2%[12.5 µM]
Cc1cc(C2CCCN2C(=O)C2CCN(C(=O)C3CCCC3)CC2)on1 (configuration not stated),-10%
CN(Cc1cccc(-n2cccn2)c1)Cc1nc(-c2cccs2)no1,87%[activator]
COC(=O)c1cccc(NC(=O)c2ccc3c(c2)N(C)C2CCCCN2C3=O)c1 (configuration not stated),2%

# Already shown: an excerpt of the list.
SMILES,12-LOX inh
Cc1noc(C)c1-c1cc2c(cc(-c3ccccc3)n2C)c(-c2ccnn2C)n1,-7%[176 µM]
COc1ccc(OC)c(CN2CCc3ncc(C(=O)NCc4ccccc4)n3CC2)c1,31%[activator][176 µM]
CCCc1noc(-c2cn(C3CCN(C(=O)c4cccc(N(C)C)c4)CC3)nn2)n1,-3%
CCOc1ccccc1NC(=O)N1CCC(Oc2ccccc2-c2nc(C)no2)C1 (configuration not stated),11%
O=C(C1CC=CC1)N1CCC2(CC1)NCCc1c2[nH]c2ccccc12,23%
CC(C)CNC(=O)C1c2ccccc2C(=O)N(Cc2ccccc2)C12CCCC2 (configuration not stated),8%
O=C(N[C@H]1CCOC[C@H]1C1CCOCC1)c1ccccc1-c1ncc[nH]1,u
Cc1noc(-c2cccc(OC3CN(C(=O)NC4CCCC4)C3)c2)n1,-9%
CN1CCN(Cc2ccc(-c3cnc4c(OCc5ccccc5)nccn34)cc2)CC1,u
Cc1occc1C(=O)N1C[C@@H](CO)[C@H](c2nc(C3CC3)no2)C1,4%
CC(C)CC(NC(=O)c1cc(S(N)(=O)=O)ccc1F)c1cccnc1 (configuration not stated),76%[activator]
CN(C)[C@@H]1CN(Cc2ccc(F)cc2F)CC[C@@H]1CNC(=O)C1CC1,67%[activator]
COc1ccc(CCC(=O)N2CCCN(C(=O)C3CC3)C(c3ccccc3)CC(=O)NCC2)cc1 (configuration not stated),41%
O=C(CC1CCCN(c2cnn(CC3CC3)c(=O)c2)C1)NCc1ccccc1Cl (configuration not stated),29%
CC1=C[C@@H](CNC(=O)N2CCOCC2)[C@H](C(C)C)C[C@H]1Cc1nc2ccccc2n1C,59%[activator][176 µM]
Cc1ccc(C)n1C1C(=O)N(C)c2c(F)cccc21 (configuration not stated),u

# Source: PubChem BioAssay
